# High-throughput results: PubChem, several laboratories
# RBBP9 inh – inhibitors of human serine hydrolase RBBP9; inhibition, % at 7.94 µM; AID 1515; hit rate 0.2% among 220,000; recombinant RBBP9, FP-Rh probe fluorescence polarization; O75884;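 active = inhibition above the campaign mean of all tested compounds plus 3 SD, cut at about 14% in these data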;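 note: plate controls were DMSO wells with RBBP9 for no effect and wells lacking RBBP9 protein for full effect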
# Target sequence (O75884 whole entry, looked up): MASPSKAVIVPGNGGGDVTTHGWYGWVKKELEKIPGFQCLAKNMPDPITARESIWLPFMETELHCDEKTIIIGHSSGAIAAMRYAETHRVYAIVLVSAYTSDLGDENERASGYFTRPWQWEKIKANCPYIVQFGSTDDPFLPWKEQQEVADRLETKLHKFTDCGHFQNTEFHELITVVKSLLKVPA
#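 System: RBBP9 protein | Quantity: 2.5 µM RBBP9 dispensing solution, before mixing | Reagent: FP-Rh probe, 375 nM dispensing solution | Timing: Enzyme-compound preincubation 30 min, then probe labeling 45 min, 25 °C | Measured by: Fluorescence polarization | Read-out: % inhibition | Replication: One well per compound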
# NPY-Y2 PAM-ag – human NPY-Y2 potentiation or agonism, primary screen; P49146; cells expressing NPY-Y2, potentiator/agonist read-out; activation, % at 3.6 µM; hit rate 0.45% among 220,000; in the data active = activation above about 27%;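 note: cells stimulated with NPY near EC25 plus isoproterenol at EC100; 0% = vehicle plus submaximal agonist and 100% = vehicle plus saturating agonist; some results beyond the cut were filed as inactive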
# Ba/F3 V617F tox – lowers viability of Ba/F3 cells expressing EpoR and JAK2V617F; ATP luminescence; inhibition, % at 5.6 µM; hit rate 1.1% among 220,000; AID 1446;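 active = inhibition above the campaign mean plus 3 SD over all tested compounds, cut at about 24% in these data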;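 note: cytokine-independent growth of Ba/F3 cells driven by EpoR plus mutant JAK2; 0% = DMSO-treated cells and 100% = JAK inhibitor I control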
# NPY-Y1 antag – NPY-Y1 (human) receptor antagonism | P25929 | HEK293-CNG Y1 cells, membrane potential fluorescence; NPY at EC95, then isoproterenol | inhibition, % at 3.6 µM | hit rate 1% among 200,000 | AID 1040;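 active = inhibition above the campaign mean inhibition of all tested compounds plus 3 SD, cut at about 20% in these data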;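 note: 0% = DMSO wells given NPY plus isoproterenol and 100% = isoproterenol alone without NPY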
#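 Assay system: HEK293 cells with Y1 receptor plus CNG channel | Probe or stimulus: NPY (25 nM), isoproterenol (1 µM), Ro 20-1724 (25 µM) | Timing: Compound incubation 1 h at room temperature, readout 45 min post-stimulation | Measured by: Membrane-potential fluorescent dye readout | Benchmarks: High control isoproterenol alone, low control NPY with isoproterenol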
# BaF3 parental – counter-screen for JAK2V617F inhibitors: parental Ba/F3 viability inhibitors; CellTiter-Glo ATP luminescence; inhibition, % at 5.6 µM; hit rate 1.1% among 220,000; AID 1486;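 active = inhibition above a per-campaign cutoff, the mean inhibition of all tested compounds plus 3 SD, cut at about 27% in these data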;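 note: 0% = DMSO wells and 100% = JAK Inhibitor I control wells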
# Runt-CBFb FRET – blocks binding of human RUNX1 Runt domain to CBFb | Q01196+Q13951 | inhibition, % at 20 µM | Cerulean-Runt/Venus-CBFb FRET ratio 530/480, 1 h | AID 1496 | hit rate 0.46% among 220,000;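 active = inhibition over about 50% at 20 µM in the single-dose screen, limit read from the data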;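 note: 0% = DMSO wells and 100% = excess unlabeled CBFb competitor control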
# Target sequence (Q01196 whole entry, looked up, the tested form may be a part): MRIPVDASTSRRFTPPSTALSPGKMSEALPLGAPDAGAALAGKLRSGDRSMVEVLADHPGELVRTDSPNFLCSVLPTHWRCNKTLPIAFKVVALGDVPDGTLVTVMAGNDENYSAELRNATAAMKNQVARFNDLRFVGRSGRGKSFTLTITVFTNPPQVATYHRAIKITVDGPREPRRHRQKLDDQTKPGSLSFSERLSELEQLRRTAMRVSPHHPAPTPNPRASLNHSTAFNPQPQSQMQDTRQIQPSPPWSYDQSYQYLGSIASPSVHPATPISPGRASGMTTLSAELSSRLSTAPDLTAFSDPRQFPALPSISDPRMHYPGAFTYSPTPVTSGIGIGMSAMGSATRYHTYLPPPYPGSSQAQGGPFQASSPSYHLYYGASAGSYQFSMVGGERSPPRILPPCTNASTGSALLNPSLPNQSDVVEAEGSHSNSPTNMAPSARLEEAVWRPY
# Target sequence (Q13951 whole entry, looked up, the tested form may be a part): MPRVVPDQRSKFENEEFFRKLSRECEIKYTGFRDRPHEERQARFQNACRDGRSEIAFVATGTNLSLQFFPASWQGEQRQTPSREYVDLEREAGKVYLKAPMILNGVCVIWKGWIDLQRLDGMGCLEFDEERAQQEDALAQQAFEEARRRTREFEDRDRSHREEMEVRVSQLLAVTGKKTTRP
#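 Buffer or medium: Tris pH 7.5 buffer with BSA. Assay system: Cerulean-labeled Runt domain protein. Amount: each fluorescent fusion protein 100 nM. Read-out basis: loss of energy transfer signal. Incubation: 1 h compound exposure, room temperature. Probe or stimulus: Venus-CBFb binding partner, 100 nM. Detection: FRET, excitation 422 nm, emission at 530 and 480 nm.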
# S1P4 ag – human S1P4 receptor agonism; O95977; S1P4-expressing cell line, agonist reporter assay; activation, % at 4.98 µM; hit rate 0.35% among 220,000; AID 1509; in the data active = activation above about 11%;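 note: 0% = DMSO vehicle and 100% = reference agonist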
# S1P4 antagonist – antagonists of human S1P4 receptor; S1P4-expressing cells, antagonist mode, reporter read-out; inhibition, % at 4.98 µM; hit rate 0.26% among 220,000; AID 1510; in the data active = inhibition above about 29%;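 note: 0% = wells stimulated with agonist and 100% = vehicle wells without agonist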
# NPY-Y1 PAM-ag – potentiators or agonists of human neuropeptide Y receptor Y1; NPY-Y1 expressing cells, potentiator/agonist activation; activation, % at 3.6 µM; hit rate 0.37% among 220,000; AID 1304; in the data active = activation above about 33%, passing the limit was not always enough;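 note: cells stimulated with NPY at EC10 then isoproterenol at EC100; 0% = low agonist plus stimulus and 100% = saturating agonist plus stimulus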
# Starred values were filed as active, the others as inactive; . = no result given.
SMILES,RBBP9 inh,NPY-Y2 PAM-ag,Ba/F3 V617F tox,NPY-Y1 antag,BaF3 parental,Runt-CBFb FRET,S1P4 ag,S1P4 antagonist,NPY-Y1 PAM-ag
Cc1cc(NC(=O)CSc2nc(-c3ccc(F)cc3)cs2)no1,-3,-15,3,1,11,-1,1.3,-9,-20
O=C(CS(=O)(=O)Cc1ccccc1)Nc1ncccn1,-5,-7,-3,-1,1,0,-5.4,-9,-5
Cc1ccc(C(=O)N/C(=C\c2cccs2)C(=O)NCc2cccnc2)cc1,-9,5,-3,4,5,1,2.0,2,6
COc1cccc(/C=C/c2nc3c(cnn3-c3ccccc3)c(=O)[nH]2)c1,-3,1,0,-5,2,-4,1.1,-3,-1
C=CCn1c(O)c(N=NC(=S)Nc2ccccc2F)c2ccccc21,-2,-1,4,12,6,39,0.3,3,-23
Cc1ccc(C(=O)NNC(=O)CCC(=O)Nc2cc(C)on2)cc1,-6,10,-1,6,6,0,0.1,-5,-2
CCOC(=O)CC1C(=O)NCCN1C(=O)c1ccc(F)cc1F (configuration not stated),-9,-16,1,-1,2,3,-1.3,-16,-16
Cc1ccc(NC(=O)Cn2c(=O)oc3ccccc32)cc1,2,10,-3,-1,7,2,-0.1,-8,21
COc1ccc2oc(=O)c(C(=O)Oc3ccc(NC(C)=O)cc3)cc2c1,-3,-2,-4,12,1,18,0.9,13,3
CCc1ccc(NC(=O)C(C)n2nc(C)c([N+](=O)[O-])c2C)cc1 (configuration not stated),-6,-27,2,-2,7,-2,-1.6,9,8
O=C(NCCc1c[nH]c2ccccc12)C(=O)NCC1CCCO1 (configuration not stated),-7,10,-2,3,3,1,-2.0,-5,13
Cc1nn(Cc2ccccc2Cl)c(C)c1NC(=O)CCCn1nc([N+](=O)[O-])c(Cl)c1C,-2,4,-3,-3,4,0,2.4,-19,2
CCc1cc(C(=O)O)c(NC(=O)C(c2ccccc2)c2ccccc2)s1,3,-12,-1,5,4,0,1.2,2,-12
Cc1cccc(Cn2c(C)nc3c(N)c(C)c(C)cc32)c1,3,1,1,1,6,-1,2.2,8,-6
Nc1[nH]nc2ncc3cc4ccccc4nc3c12,4,-1,-2,1,2,-2,1.5,-7,13
C=CCN(c1ccccc1)S(=O)(=O)c1cccc(C(=O)Oc2ccc3c(C)cc(=O)oc3c2)c1,-4,-3,2,0,7,14,0.5,-12,7
CC(C)(C)n1nnnc1C(c1cccc(C#N)c1)N1CCCc2ccccc21 (configuration not stated),-3,27*,-4,16,3,-3,-1.0,-13,14
CON/C=C(\C=Nc1ccccc1)c1ncc(C(F)(F)F)cc1Cl,0,1,0,1,8,0,-2.7,-2,-15
COc1ccccc1CNC(=O)CN1C(=O)C(C)N(c2ccc(C)cc2)C1=O (configuration not stated),-1,10,1,-5,2,-1,-1.6,-6,1
O=C(COc1ccc([N+](=O)[O-])cc1)N/N=C/c1cc([N+](=O)[O-])ccc1N1CCOCC1,-5,-12,0,2,10,-2,2.3,-5,-10
O=C1C(=O)N(Cc2cccnc2)C(c2ccccn2)/C1=C(/O)c1ccccc1 (configuration not stated),-6,5,-2,0,0,-3,1.1,4,15
Cc1cc(NC(=O)C2CCCCC2)ncc1NC(=O)c1ccccn1,-6,-7,1,-2,3,-1,0.5,0,3
Cc1noc(C)c1COc1cccc(C(=O)N2CCc3ccccc32)c1,2,-4,-2,7,2,0,-1.5,-14,3
O=c1c(C(c2ccc(F)cc2)c2c(O)nc3n(c2=O)CCS3)c(O)nc2n1CCS2,-5,1,-5,.,3,3,0.2,0,15

# Entries of single compounds, looked up by structure.
# Shown for O=C(COc1ccc([N+](=O)[O-])cc1)N/N=C/c1cc([N+](=O)[O-])ccc1N1CCOCC1 → RBBP9 inh: -5; NPY-Y2 PAM-ag: -12; Ba/F3 V617F tox: 0; NPY-Y1 antag: 2; BaF3 parental: 10; Runt-CBFb FRET: -2; S1P4 ag: 2.3; S1P4 antagonist: -5; NPY-Y1 PAM-ag: -10
# Shown for Cc1nn(Cc2ccccc2Cl)c(C)c1NC(=O)CCCn1nc([N+](=O)[O-])c(Cl)c1C → RBBP9 inh: -2; NPY-Y2 PAM-ag: 4; Ba/F3 V617F tox: -3; NPY-Y1 antag: -3; BaF3 parental: 4; Runt-CBFb FRET: 0; S1P4 ag: 2.4; S1P4 antagonist: -19; NPY-Y1 PAM-ag: 2

# Carrying on:
SMILES,RBBP9 inh,NPY-Y2 PAM-ag,Ba/F3 V617F tox,NPY-Y1 antag,BaF3 parental,Runt-CBFb FRET,S1P4 ag,S1P4 antagonist,NPY-Y1 PAM-ag
CCC(C)(C)NC(=O)C(c1ccccc1F)N(C(=O)c1ccn[nH]1)c1ccccc1 (configuration not stated),-6,-15,-2,1,1,0,0.6,-14,-1
N#Cc1ccccc1CSc1nc(N2CCCCC2)nc(N2CCCCC2)n1,3,12,3,3,3,1,1.1,-7,-14
c1ccc(-c2ccc(C3=Nn4c(nnc4-c4cc(-c5ccccc5)n[nH]4)SC3)cc2)cc1,-12,-19,0,13,6,-8,0.4,-14,0
Cn1c(=O)c2c(-c3ccccc3)n(Cc3ccccn3)cc2n(C)c1=O,1,-2,-1,-1,3,0,2.5,-16,8
CCOC(=O)N1CCN(c2cc(N3CCN(CC)CC3)c(F)cc2[N+](=O)[O-])CC1C (configuration not stated),3,14,1,-6,5,-4,-0.7,-15,16
COc1ccc(-c2noc(COc3ccc(Cl)c(C)c3)n2)cc1,0,1,-5,-2,-2,0,0.7,-8,8
O=C(NC1CCN(C(=O)Nc2ccccc2Cl)CC1)c1ccccc1,0,-12,1,-2,7,0,-0.4,-19,-15
O=C(C1=NNCC1c1ccc(Cl)cc1)C1CO1 (configuration not stated),-2,8,0,-5,2,1,0.0,-13,-5
FC(F)(F)c1cc(-c2ccco2)nc(-n2nnc3ccccc32)n1,5,9,-3,-2,2,-6,0.3,-1,-10
CCCC(c1nnnn1C1CCCCC1)N1CCN(C2CCCC2)CC1 (configuration not stated),-9,-7,0,17,4,1,0.5,-25,-38
CCC1CCCCN1C(=O)Nc1cc(Cl)ccc1OC (configuration not stated),-3,1,0,8,7,2,0.2,-5,4
Cc1cc2c(c(=O)n1C1CC1)C(c1cccc(Cl)c1)C(C#N)=C(N)O2 (configuration not stated),-3,-3,-2,3,1,6,0.3,-10,8
COC(=O)Cn1c(=NC(=O)c2ccc(OC)cc2)sc2cc(OC)ccc21,-2,-4,-2,3,1,0,0.3,-4,-16
COc1ccc(NC(=O)CSc2nc3c(c(-c4cccs4)c2C#N)CN(C)CC3)cc1OC,6,5,-5,3,-4,4,0.8,2,10
C=CCNc1nc(-c2ccc([N+](=O)[O-])cc2)cs1,1,8,0,-3,5,-4,-0.3,-9,20
Cc1ccc2nc3c(cc(C(=O)NCC4CCCO4)n3C)c(=O)n2c1 (configuration not stated),0,-4,3,3,2,19,3.6,6,1
Cn1cc(S(=O)(=O)Nc2ccc3c(c2)OCCO3)cn1,-7,9,-5,-2,1,0,-1.0,-19,5
COc1cc(C)ccc1S(=O)(=O)N1CCCCCC1,1,-15,5,-2,10,-2,-1.8,5,2
COCCNCC(=O)N1CCCCCC1,-8,2,-2,-1,1,1,1.7,-1,18
CCCCn1c(SCC(=O)c2ccccc2)nc2ccsc2c1=O,4,3,2,5,9,-1,-1.8,3,-9
COc1ccc(/C=N/NC(=O)CCn2nc(C)cc2C)cc1O,-13,12,-3,.,-5,1,0.5,-16,-9
CCOc1cccc(/C=C2/NC(=O)N(CC(=O)Nc3cccc(C)c3)C2=O)c1O,-6,-2,4,0,8,0,0.3,5,-19
CCOc1ccc(C2c3c(oc4ccccc4c3=O)C(=O)N2CCCN2CCOCC2)cc1OCC (configuration not stated),-8,3,-3,-1,6,2,1.9,-4,-7
COc1ccc(C(=O)c2cnc3ccccc3c2-c2ccccc2)cc1,-4,-10,3,5,10,-3,2.7,-16,-21
C=CCSc1nc2c(c(=O)[nH]c(=O)n2C)n1C(C)C,-1,-5,6,9,-2,2,0.2,-3,-6
Fc1ccccc1Nc1n[nH]c(=S)s1,3,-22,1,13,6,27,0.7,19,-14
CCCCC(=O)Nc1cc(C)c2c(=O)oc3ccccc3c2n1,-3,2,0,5,4,-2,0.9,1,4
CCOc1cc(C(=O)N(C)Cc2cc3ccccc3[nH]c2=O)cc(OCC)c1OCC,1,12,1,4,4,-1,-1.1,2,-2
O=C(CCC1CCCC1)N1CCN(C(=O)C2CC2)CC1,-2,-10,2,8,6,-2,2.2,5,-9
COCCn1c(SCc2ccc(C(=O)OC)o2)nc2ccccc2c1=O,-5,8,-1,10,-1,-1,0.3,-6,12
Cc1cc(S(=O)(=O)Nc2c(C)nc3nc[nH]n3c2=O)ccc1F,1,-4,-3,5,-1,0,-1.8,-7,9
O=C1OCCC1Sc1nc2ccccc2c(=O)n1Cc1ccc(F)cc1 (configuration not stated),-2,3,1,6,4,-3,2.1,-12,11
O=C(NC(=O)c1ccccc1)NC(=O)c1ccccc1,-5,-9,0,-1,7,2,3.0,-23,-1
COc1cc(NS(=O)(=O)c2ccc(N/C=C\C(=O)c3ccc(OC)c(OC)c3)cc2)nc(OC)n1,-8,-11,1,4,6,38,-1.3,-18,1
O=[N+]([O-])c1ccccc1/C=N/Nc1nc(N2CCCC2)nc(N2CCCC2)n1,-5,0,-1,-1,5,-1,-0.5,5,25
COc1ccc(C(=O)NCC(=O)N2CCCC(C)C2)cc1OC (configuration not stated),-2,11,1,5,5,1,-1.2,-2,12
Cc1cnc(C(=O)Nc2ccccc2-n2cccc2)cn1,7,0,-5,10,2,1,2.5,-16,-14
COc1ccnc(Oc2ccccc2)c1C(=O)N/C=N/OCc1ccccc1F,6,-18,1,3,0,-3,-0.9,-7,0
CN1CCc2c(sc3c2c(NCc2ccco2)nc2nnnn23)C1,-2,12,-4,-4,0,21,1.4,-13,2
CN(C)S(=O)(=O)N1CCN(c2cc(Cl)ccc2Cl)CC1,-5,9,-4,-2,-2,0,-2.5,3,6
O=C(CCCC(=O)N/N=C/c1ccccc1C(=O)O)N/N=C/c1ccccc1C(=O)O,-3,-8,-2,.,2,-1,0.7,-2,20
c1ccc2c(-c3csc(-c4ccncc4)n3)c[nH]c2c1,-6,33*,-2,-11,16,.,1.0,-6,34
COc1cc2c(cc1OC)C1(CCCC1)CNC2C (configuration not stated),2,7,-5,-1,-3,0,3.5,-11,-18
O=[N+]([O-])c1cc(C(F)(F)F)ccc1SCC(O)CO (configuration not stated),-1,20,0,-7,7,3,1.7,10,7
Nc1ccc(S(=O)(=O)c2ccc(N)c(N)c2)cc1,-8,19,0,1,8,0,0.6,-16,8
CC1CCCCN1S(=O)(=O)c1ccc(C(=O)Nc2ccccc2-c2nc3ccccc3s2)cc1 (configuration not stated),-9,14,-2,-1,-1,-1,1.4,-8,-23
CCOC(=O)C1=C(CC)Nc2ccccc2N=C1NC(=O)CCN1C(=O)C2CCCCC2C1=O (configuration not stated),-8,2,3,1,8,-1,-2.1,-11,-14
